Source: PubChem BioAssay (NCI)
cln2 rad14 = NCI yeast anticancer drug screen, S. cerevisiae cln2 rad14 strain; % growth inhibition at 50 µM; 78,000 tested, 8.3% active; AID 165;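 also: 0% = growth of vehicle-only cultures of the same strain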
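Yeast strain cln2 rad14, bearing defects in cell cycle control and DNA repair, serves as the test system; values reflect growth inhibition compared with vehicle.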
yeast bub3 = NCI yeast anticancer drug screen, S. cerevisiae bub3 mutant strain; 78,000 tested, 9.9% active; growth inhibition, % at 50 µM;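 also: 0% = growth of vehicle-only cultures of the same strain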
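Part of a panel of yeast mutants defective in DNA damage repair or cell cycle regulation. Each strain is grown with compound, and inhibition is calculated relative to solvent-treated cultures.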
yeast mlh1 rad18 = NCI yeast anticancer drug screen, S. cerevisiae mlh1 rad18 strain; growth inhibition, % at 50 µM; 79,000 tested, 11% active; AID 175;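 also: 0% = growth of vehicle-only cultures of the same strain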
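Inhibition values reflect reduced growth of mutant yeast versus vehicle-treated controls following compound exposure; the mutations affect DNA damage repair.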
yeast mec2-1 = NCI yeast anticancer drug screen, S. cerevisiae mec2-1 strain; growth inhibition, % at 50 µM; 79,000 tested, 9% active;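 also: 0% = growth of vehicle-only cultures of the same strain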
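Vehicle-treated cultures served as reference for growth inhibition of compound-exposed mec2-1 yeast.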
rad50 = NCI yeast anticancer drug screen, S. cerevisiae rad50 strain; growth inhibition, % at 50 µM; 79,000 tested, 10% active;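 also: 0% = growth of vehicle-only cultures of the same strain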
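Relative growth inhibition (compound vs vehicle) was measured in yeast with a defined repair-gene alteration.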
sgs1 mgt1 = NCI yeast anticancer drug screen, S. cerevisiae sgs1 mgt1 strain. % growth inhibition at 50 µM. 78,000 tested, 10% active. AID 161;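 also: 0% = growth of vehicle-only cultures of the same strain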
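Yeast cells carrying a defined DNA-repair defect were exposed to test compounds. Growth inhibition was measured relative to vehicle-treated controls.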
The depositor's hits bear a star; / = no result given; & = joins results of further samples; ! = a repeat was not active. Rule as the data show it: active = growth inhibition above about 70%; inactive = the rest.

SMILES	cln2 rad14	yeast bub3	yeast mlh1 rad18	yeast mec2-1	rad50	sgs1 mgt1
COC(=O)N(C[C@@H]1C=CCCC1)c1ccccc1I	88*	91*	90*	91*	88*	90*
CC(O)C1(O)CCCCC1 (stereo not drawn)	-30	-13	-15	-2	-12	-2
Oc1ccccc1C=Nc1ccc(I)cc1.Oc1ccccc1C=Nc1ccc(I)cc1.[Co]	9	18	37	23	16	19
CCC(=O)OC1CCC(C2CCCCC2)CC1 (stereo not drawn)	-21	61	37	-10	-5	17
CCSc1nc(=S)cc(C)[nH]1	33	37	45	8	30	54
O=[N+]([O-])c1cccc(C=Nc2cccc(C(F)(F)F)c2)c1	/	/	-12	4	7	/
c1ccc2c(c1)Sc1ccccc1N2CCCNC1=NCCO1	30	4	32	19	11	14
c1ccc(-c2nc3ccccc3nc2-c2ccccn2)nc1	-17	5	-25	-25	-20	-19
C/C(=N/NC(=O)Nc1ccc(N=Nc2ccccc2)cc1)c1ccccn1	-4	16	28	-11	15	25
CC(C)NC(=O)c1ccc(Cl)c(Cl)c1	5	3	-11	2	5	-2
COC(=O)CC(NC(=O)C(Cc1ccccc1)NC(=O)OCc1ccccc1)C(=O)O (stereo not drawn)	12	2	23	9	32	18
CC1(C)C2CC3C(=CCC4C(=O)C5CC=C6C(CC7CC6C7(C)C)C5C(=O)C43)C1C2 (stereo not drawn)	-20	-5	-2	-6	24	14
CC(=O)OCC(OC(C)=O)C(OC(C)=O)C(C=NN(C(C)=O)S(=O)(=O)c1ccc(/C=C2\NC(=O)NC2=O)cc1)OC(C)=O (stereo not drawn)	14	-18	-7	-31	-5	-18
CCCC(=O)Oc1ccccc1C(C)C	-9&14	0&7	-20&2	-22&12	3&12	-5&11
CCN(CC)CCCC(C)Nc1cc(OC)c2nc(C)cc(C)c2c1OC (stereo not drawn)	-2	-2	2	3	-4	-18
COc1ccc2c(c1)C(=O)/C(=C/c1ccccc1)C2	-13	54	-17	-11	-1	-13
COC(=O)/C=C(\Cl)C(=O)OC	98*	100*	99*	100*	99*	100*
COc1ccc(OC)c(NC(=O)c2ccccc2Cl)c1	-13	48	-17	-2	-5	17
O=C(Cc1ccccc1)c1ccc2c3c(ccc([N+](=O)[O-])c13)CC2	22	-7	21	-19	13	16
C/C(CCCC(C)(C)C(=O)O)=N\NC(N)=O	-11	-8	1	-6	12	-3
O=C(Nc1cccc(NC(=O)C(=O)C2CCC3=C(Sc4ccccc4N3)C2=O)n1)C(=O)C1CCC2=C(Sc3ccccc3N2)C1=O (stereo not drawn)	5	30	1	14	2	3
CC(=O)NCc1cc(CNC(C)=O)c(C)cc1C	/	/	-24	-14	-18	/
O=C1CC(=O)N2CCCCC2N1 (stereo not drawn)	-11	6	-26	-5	-18	0
O=C(NCCCl)NNC(=O)c1ccccc1	-43	-15	4	-1	-2	-7
CCOC(=O)C(=O)Nc1ccc([N+](=O)[O-])cc1	-10	11	0	2	-1	3

Arranged by number of heavy atoms (smallest number first): some entries from above.
SMILES	cln2 rad14	yeast bub3	yeast mlh1 rad18	yeast mec2-1	rad50	sgs1 mgt1
COC(=O)/C=C(\Cl)C(=O)OC	98*	100*	99*	100*	99*	100*
O=C1CC(=O)N2CCCCC2N1 (stereo not drawn)	-11	6	-26	-5	-18	0
CC(C)NC(=O)c1ccc(Cl)c(Cl)c1	5	3	-11	2	5	-2
CCCC(=O)Oc1ccccc1C(C)C	-9&14	0&7	-20&2	-22&12	3&12	-5&11
O=C(NCCCl)NNC(=O)c1ccccc1	-43	-15	4	-1	-2	-7
CCC(=O)OC1CCC(C2CCCCC2)CC1 (stereo not drawn)	-21	61	37	-10	-5	17
COC(=O)N(C[C@@H]1C=CCCC1)c1ccccc1I	88*	91*	90*	91*	88*	90*
COc1ccc(OC)c(NC(=O)c2ccccc2Cl)c1	-13	48	-17	-2	-5	17
O=C(Cc1ccccc1)c1ccc2c3c(ccc([N+](=O)[O-])c13)CC2	22	-7	21	-19	13	16
C/C(=N/NC(=O)Nc1ccc(N=Nc2ccccc2)cc1)c1ccccn1	-4	16	28	-11	15	25
CC1(C)C2CC3C(=CCC4C(=O)C5CC=C6C(CC7CC6C7(C)C)C5C(=O)C43)C1C2 (stereo not drawn)	-20	-5	-2	-6	24	14
COC(=O)CC(NC(=O)C(Cc1ccccc1)NC(=O)OCc1ccccc1)C(=O)O (stereo not drawn)	12	2	23	9	32	18
CC(=O)OCC(OC(C)=O)C(OC(C)=O)C(C=NN(C(C)=O)S(=O)(=O)c1ccc(/C=C2\NC(=O)NC2=O)cc1)OC(C)=O (stereo not drawn)	14	-18	-7	-31	-5	-18

(further entries)
SMILES	cln2 rad14	yeast bub3	yeast mlh1 rad18	yeast mec2-1	rad50	sgs1 mgt1
Cc1ccc(S(=O)(=O)Nc2ccc3c(c2)Cc2cc([N+](=O)[O-])ccc2-3)cc1	48	59	81*	46	78*	67
[Cl-].[Nd+3].[O-]/N=C(\c1ccccc1)c1ccccn1.[O-]/N=C(\c1ccccc1)c1ccccn1.[O-]/N=C(\c1ccccc1)c1ccccn1	25	47	58	35	50	43
O=C1OCc2ccccc21	-27	-6	3	8	3	11
c1ccc(-c2nnc(-c3ccccn3)c3c2C[C@@H]2C[C@@H]4Cc5c(-c6ccccn6)nnc(-c6ccccn6)c5[C@@H]4[C@H]32)nc1	9	10	-17	0	-5	-16
COc1cc(C2c3cc4c(cc3OC(N3CCCC3)C2C)OCO4)cc(OC)c1O (stereo not drawn)	2	4	3	-16	-10	-14
COc1ccc2cc(Br)ccc2c1	-10	-1	17	5	10	10
COc1ccccc1NC(=O)Nc1ccc(Nc2ccccc2)cc1	90*	92*	93*	94*	93*	92*
CCOC(=O)C1=C(C)O/C(=C/c2cccc(Cl)c2)C1=O	46	47	56	35	42	31
NC(=O)CCn1ccc2ccccc21	-1	5	-1	-6	0	0
Cc1ccc(S(=O)(=O)N(c2cc(C)ccc2C)c2ccccc2N)cc1	50	21	25	51	59	42
COC(=O)C1C2CC(C1C(=O)OC)C1C2N1S(=O)(=O)c1ccccc1 (stereo not drawn)	4	49	2	-3	13	-6
Cc1[nH]c(N)nc(=S)c1CCC(=O)O	-3	-53	-4	-25	-24	-26
CCOC(=N)c1ccc(P(=O)(O)O)cc1	-24	-4	3	19	3	-1
c1ccc(-c2ccc3c4ccccc4ccn23)cc1	18	13	24	-4	9	9
CC(=O)OCC1OC(OC2(COC(C)=O)OC(COC(C)=O)C(OC(C)=O)C2OC(C)=O)C(OC(C)=O)C(OC(C)=O)C1OC(C)=O (stereo not drawn)	0	-2	17	-3	1	-13
Cc1cc(NC(=O)NCCCCCCNC(=O)Nc2cc(C)on2)no1	-8	15	0	1	5	2
CC(C)C(=O)OCC1OC(n2c(Br)nc3c(=O)[nH]c(N)nc32)C(OC(=O)C(C)C)C1OC(=O)C(C)C (stereo not drawn)	5	17	20	4	14	16
O=C1CC(c2ccccc2)C(c2ccccc2)C1C(=O)OC1CCCCC1 (stereo not drawn)	-62	1	-15	3	0	1
O=C(Cc1ccc(OCc2ccccc2)cc1)NCc1ccc2c(c1)OCO2	-11	18	-10	-6	3	-1
Cc1ccc(CC(=O)N(C)C)c([N+](=O)[O-])c1	1	-8	-25	-7	-10	-1
C=CCC(OC(C)=O)c1ccc(OC)c(OC)c1 (stereo not drawn)	-14	9	10	1	11	15
O=C(Nc1ccccc1)c1cccc(F)c1	9	-19	8	-21	-3	-6
CS(=O)(=O)O[C@H]1[C@H](O)c2ccccc2[C@@H]1N=[N+]=[N-]	-3	-10	-51	4	14	-2
COc1ccccc1/C=C/C(=O)O	-14&-8	11&4	7&-22	14&-8	26&31	-8&-5
COc1cc(NCCCCC2CCCCN2)c2ncccc2c1 (stereo not drawn)	-11	56	49	2	16	39

(cont.)
SMILES	cln2 rad14	yeast bub3	yeast mlh1 rad18	yeast mec2-1	rad50	sgs1 mgt1
CCCCCCCCCCCCCC(=O)NCC(=O)NC(CO)C(=O)NC(CO)C(=O)NC(CCCCN)C(=O)NC(CO)C(=O)NC(CCCCN)C(=O)N1CCCC1C(=O)NC(CCCCN)C(=O)NC(CC(=O)O)C(=O)N1CCCC1C(=O)NC(CO)C(=O)NC(CCC(N)=O)C(=O)NC(CCCNC(=N)N)C(=O)NC(CCCNC(=N)N)C(=O)NC(CCCNC(=N)N)C(=O)NC(Cc1ccc(O)cc1)C(N)=O (stereo not drawn)	-15	-11	-12	15	-11	-5
Cc1c(C(=O)/C=C/c2c(Cl)cccc2Cl)c(=O)n(-c2ccccc2)n1C	-9	-17	-23	2	11	-9
NCC1OC(n2cnc3c(N)ncnc32)CC1O (stereo not drawn)	1	-29	-8	-3	-16	-18
C=COC(=O)N1CCCCC1	-14	-30	27	16	-6	0
CC(C)NC(=O)C(C(C)C)C(C)(C)C (stereo not drawn)	12	9	-2	5	-3	1
O=S(=O)(O)c1ccc(NNc2ccc(S(=O)(=O)O)cc2)cc1	30	14	28	16	24	14
c1ccc(-c2noc(-c3ccccc3)n2)cc1	-31	20	13	-7	3	-1
Cn1cnc([N+](=O)[O-])c1Sc1ccccc1C(=O)O	24	0	-12	0	-3	-23
O=C(O)/C=C\C(=O)Nc1ccc2c(c1)C(=O)c1ccccc1-2	14	34	-2	7	-19	-4
CC(C)(C)C1CCC2c3c([nH]c4ccccc34)C3C(=O)N(c4ccccc4[N+](=O)[O-])C(=O)C3C2C1 (stereo not drawn)	5	-15	-27	-24	-17	-19
CCC(C#N)N(Cc1ccc(CN(C(=O)c2ccccc2)C(C#N)CC)cc1)C(=O)c1ccccc1 (stereo not drawn)	0	34	2	13	43	43
CC(OC(=O)CC(c1ccccc1)N1CCCCC1)c1ccccc1 (stereo not drawn)	5	58	34	1	65	41
CN(C)S(=O)(=O)c1nc2nc[nH]c(=O)c2[nH]1	-16	-9	-23	-20	-3	-4
O=CN/C=C/c1ccccc1O	7	12	-5	2	-5	4
Cc1cccc2c1sc1c(C)cc(C(=O)CCC(=O)O)cc12	3	20	25	11	9	5
COC(=O)c1ccccc1-c1ccccc1C(=O)OC	26	15	14	18	8	11
Cc1cc(C)c(NC(=O)CC#N)cc1C	-51	-1	-7	-13	-5	-17
CCCC1OCC(C)(CC)CO1 (stereo not drawn)	12	-10	-9	-3	28	-5
O=C(OCc1ccccc1)C1(O)CCCCC1	-3	-5	-7	-16	-6	-6
Nc1ccc(C(=O)c2ccccc2)cc1	-9	-2	5	14	33	25
O=C1C(=C2C(=O)c3ccccc3[N+]2=O)N([O-])c2ccccc21	68	58	86*	56	69	84*
O=C(O)c1ccc(N=Cc2cccc([N+](=O)[O-])c2)cc1	11	30	20	28	19	28
c1cc2c3c(c1)ccc1cccc(c13)COC2	96*!	95*	98*!	97*!	98*	96*!
NC(=O)C(=O)C(c1ccccc1)S(=O)(=O)Cc1ccccc1 (stereo not drawn)	-14	-25	-32	-39	-60	-40
O=C(NC(Cc1c[nH]c2ccccc12)C(=O)O)c1ccccc1[N+](=O)[O-] (stereo not drawn)	6	1	15	12	15	14

Just rad50 and cln2 rad14, for two of the compounds above:
| SMILES | rad50 | cln2 rad14 |
| --- | --- | --- |
| O=S(=O)(O)c1ccc(NNc2ccc(S(=O)(=O)O)cc2)cc1 | 24 | 30 |
| O=C(OCc1ccccc1)C1(O)CCCCC1 | -6 | -3 |

Other results
SMILES	cln2 rad14	yeast bub3	yeast mlh1 rad18	yeast mec2-1	rad50	sgs1 mgt1
N#CC1(C(N)=O)OC1c1ccccc1Cl (stereo not drawn)	-37	-7	-17	-18	-3	1
CCOC=C(C(=O)OCC)C(=O)OCC	-1	-11	16	-7	22	-6
Cc1ccc(-n2nc3c(c(C#N)c2=O)-c2ccccc2C3=O)cc1	-38	-3	-14	-4	-28	-32
CC(C)(C)C(=O)C(=O)C(C)(C)C	-10	7	17	-5	-42	-14
CCOc1ccc(NC(=O)C2=C(C)NC(C)=C(C(=O)Nc3ccc(OCC)cc3)C2c2ccc(O)c(OC)c2)cc1	-16	16	-8	3	-17	-15
O=C(O)c1ccc2ncc(-c3ccccc3)nc2c1	-31	-7	16	12	5	2
CCOCN1COCN=C1NC#N	23	5	25	2	22	12
COC(=O)C(NC(=O)C(C)N1C(=O)CCC(NS(=O)(=O)c2ccc(C)cc2)C1=O)C(C)C (stereo not drawn)	1	4	16	8	30	9
NC(CCCCNC(=O)c1ccccc1)C(=O)O (stereo not drawn)	92*!	-23&-5	-22&-1	-22&6	-19&17	-35&0
CCc1cc2c(oc3c4ccccc4ccc23)c(=O)[nH]1	-14	-25	-8	-13	-9	-16
COC(=O)C(=O)C(C(=O)C(=O)Nc1cc(Cl)c(Cl)cc1Cl)c1nc2ccc([N+](=O)[O-])cc2[nH]c1=O (stereo not drawn)	-21	-10	16	0	-4	1
O=C1c2ccc([N+](=O)[O-])cc2C(=O)N1C1c2ccccc2Oc2ccccc21	-29	13	10	13	4	-4
CCSc1nc(C)nc2c1cnn2-c1ccccc1	-36	-14	2	-7	0	-3
COC(=O)C(=O)C(C(=O)C(=O)Nc1cccc(C(C)=O)c1)c1nc2ccccc2[nH]c1=O (stereo not drawn)	14	-19	4	-9	3	2
Cc1c2c(n3c(nc4ccccc43)c1C#N)NCC2	-6	-23	-1	-23	-35	-26
